Compound activity from PubChem.
GIRK2 act – GIRK2 channel activators by thallium flux. P48051. HEK293 GIRK2/NPY4 cells, thallium flux fluorescence. activation (% efficacy), % for hits at 37.5 µM. 34,000 tested, under 10 active;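 active = primary screen hit, no activity in plain HEK293 cells, and in GIRK2-only cells above 5% efficacy rising with concentration; inactive = the rest, including fluorescent compounds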;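 note: efficacy is normalized control-subtracted fluorescence 15 s after thallium addition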
Target sequence (P48051 whole entry, looked up): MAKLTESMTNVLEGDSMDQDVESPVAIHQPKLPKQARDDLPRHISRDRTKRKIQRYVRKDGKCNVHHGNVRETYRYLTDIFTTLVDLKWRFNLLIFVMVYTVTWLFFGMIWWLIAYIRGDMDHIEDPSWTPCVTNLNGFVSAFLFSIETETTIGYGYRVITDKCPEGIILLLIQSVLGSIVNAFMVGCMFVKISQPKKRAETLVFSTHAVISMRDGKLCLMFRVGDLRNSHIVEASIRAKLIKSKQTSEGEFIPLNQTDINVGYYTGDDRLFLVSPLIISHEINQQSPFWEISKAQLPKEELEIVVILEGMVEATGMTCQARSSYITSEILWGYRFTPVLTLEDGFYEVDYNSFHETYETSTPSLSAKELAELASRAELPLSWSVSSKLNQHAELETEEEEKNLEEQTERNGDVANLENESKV
Calls only; i = inactive. Some of the compounds tested; the hit share may differ from the screen's.

| smiles | GIRK2 act |
| --- | --- |
| COc1ccc(F)cc1S(=O)(=O)Nc1ccc2c(c1)N(C(=O)C1CC1)CCC2 | i |
| O=C(Nc1nnc(-c2ccc(Br)s2)o1)c1ccc(S(=O)(=O)N2CCCC2)cc1 | i |
| Cc1cc(C)cc(C(=O)Nc2cc(C3CC3)nn2-c2nc(C(C)C)cc(=O)[nH]2)c1 | i |
| Cc1nc2ccccn2c(=O)c1NC(=O)C(C)Oc1ccccc1F (stereo not drawn) | i |
| COc1ccc(C(=O)Cn2nc(-c3ccco3)c3sc(N4CCOCC4)nc3c2=O)cc1OC | i |
| CCOC(=O)Nc1nc(CC(=O)Nc2ccc(F)c(Cl)c2)cs1 | i |
| COc1cccc(Cn2nc3ccc(S(=O)(=O)N4CCSCC4)cn3c2=O)c1 | i |
| CCOc1ccccc1NC(=O)Cn1c(C)cc(C)c(-c2nc(-c3ccc(OC)cc3)no2)c1=O | i |
| COc1ccc(S(=O)(=O)CCC(=O)N(Cc2ccccc2)Cc2ccccc2)cc1 | i |
| COc1ccc2nc(-c3cccc(NC(=O)c4ccc5c(c4)OCO5)c3)cn2n1 | i |
| Cc1ccc(S(=O)(=O)CCCC(=O)Nc2ccc3c(c2)C(=O)NC3=O)cc1 | i |
| CCCN1C(=O)CC(N2CCN(c3ccccc3)CC2)C1=O (stereo not drawn) | i |
| C=CCNC(=O)CC1Nc2ccccc2NC1=O (stereo not drawn) | i |
| COc1ccc(-c2cc(CC(=O)N3CCC(C(N)=O)CC3)no2)cc1 | i |
| CN(C)c1ccc(C(=O)N2CC(c3nc(-c4ccsc4)no3)C2)cc1 | i |
| O=C(CN1CCC(c2cccs2)CC1)N1CCC(Cc2ccccc2)CC1 | i |
| Cn1c(=O)c2cc(C(=O)NCCc3ccc(S(N)(=O)=O)cc3)sc2n(C)c1=O | i |
| CS(=O)(=O)c1ccc2nc(NC(=O)CN3C(=O)c4ccccc4S3(=O)=O)sc2c1 | i |
| Cc1cccc(CC(=O)N2CCC(Cn3cccn3)CC2)c1 | i |
| CN1CCCc2cc(C(CNC(=O)C(=O)NCC3CCCO3)N(C)C)ccc21 (stereo not drawn) | i |

An excerpt of these results, field by field.
> COc1ccc(F)cc1S(=O)(=O)Nc1ccc2c(c1)N(C(=O)C1CC1)CCC2
  GIRK2 act = i
> O=C(Nc1nnc(-c2ccc(Br)s2)o1)c1ccc(S(=O)(=O)N2CCCC2)cc1
  GIRK2 act = i

The list continues.
| smiles | GIRK2 act |
| --- | --- |
| Cc1nc2sccn2c1-c1nnc(SCC(=O)NCC2CCCO2)n1C (stereo not drawn) | i |
| CCOc1ccc(C(=O)N(CCc2ccccc2)Cc2ccccn2)cc1 | i |
| c1csc(-c2noc(-c3cc(-c4cccs4)[nH]n3)n2)c1 | i |
| O=C(/C=C/c1ccccc1)NCC1CCN(C(=O)c2cc3ccccc3o2)CC1 | i |
| CNc1cc(S(N)(=O)=O)ccc1OC | i |
| O=C(NCCc1ccccc1)NC1(c2nc(-c3cccnc3)no2)CCCCC1 | i |
| CCOCCCn1c(SCc2nc(-c3ccc(F)cc3)no2)nc2ccccc2c1=O | i |
| Cn1nccc1C(=O)Nc1ccc2scnc2c1 | i |
| Nc1c(C(=O)NC2CCCCC2)nnn1-c1cccc(Cl)c1 | i |
| CCc1ccccc1NC(=O)C(=O)NCCCN1CCOC(c2ccccc2)C1 (stereo not drawn) | i |
| Cc1nn(C2CCS(=O)(=O)C2)c2nc(-c3cccs3)cc(C(=O)Nc3ccc(C(C)C)cc3)c12 (stereo not drawn) | i |
| Cc1cccc(NC(=O)CCc2csc(NS(=O)(=O)c3ccc(F)cc3)n2)c1 | i |
| CCCCOC(=O)c1ccc(NC(=O)CN2C(=O)c3ccccc3S2(=O)=O)cc1 | i |
| COCCNC(=O)C1(c2cc(-c3cccs3)on2)CC1 | i |
| CN(C)CCNc1cc(C(C)(C)C)nc2c(-c3ccccc3)cnn12 | i |
| COc1ccc(NC(=O)N2CCN(c3cc(-n4nc(C)cc4C)ncn3)CC2)cc1Cl | i |
| O=C(c1ccc(Cl)cc1Cl)N1CCN(c2ccc(-c3ccncc3)nn2)CC1 | i |
| Cc1ccc(CNC(=O)Cn2ncc3c(c2=O)N(C2CC2)C(=O)CS3)cc1 | i |
| CN1CCOc2ccc(NC(=O)c3ccno3)cc2C1=O | i |
| O=C(CCCc1ccccc1)Nc1ccc(CC(=O)NC2CC2)cc1 | i |

Further entries follow:
| smiles | GIRK2 act |
| --- | --- |
| O=C(Nc1ccc(OC(F)(F)F)cc1)c1ccc(=O)n(Cc2c(F)cccc2Cl)c1 | i |
| COc1ccc(NC(=O)c2ccc(=O)n(CC(=O)Nc3ccc(F)cc3)n2)cc1 | i |
| CC(=O)c1ccc(NC(=O)CN2CCC(c3nnc(C)s3)CC2)cc1 | i |
| COCCNC(=O)Nc1ccc2c(c1)CN(C(C)=O)CC2 | i |
| O=S(=O)(CCCOc1ccc2c(c1)OCO2)NCCCc1ccccc1 | i |
| CCOc1ccc(-c2cc(=O)n(Cc3cc(C)ccc3C)cn2)cc1 | i |
| O=C(NCc1ccccc1Cl)C(=O)Nc1cccc(N2CCCC2=O)c1 | i |
| C=C(C)Cn1c(C2CC(=O)N(c3ccc(C)cc3)C2)nc2ccccc21 (stereo not drawn) | i |
| CCc1nnc(-c2cccc(OCC(=O)Nc3ccc(C(N)=O)cc3)c2)o1 | i |
| Clc1ccc(-c2noc(CCCCc3nc4ccccc4[nH]3)n2)cc1 | i |
| Cc1nnsc1C(=O)NCCn1nc(-c2cccs2)n(C)c1=O | i |
| COc1ccc(-c2nnc(NC(=O)CSc3ccccc3)o2)cc1OC | i |
| O=C(CSc1ccc(Cl)cc1)Nc1nnc(Cc2ccc(Cl)s2)o1 | i |
| COc1ccc(S(=O)(=O)Nc2cccc(C(=O)Nc3sc4c(c3C#N)CCCCC4)c2)cc1 | i |
| Cc1nc(-n2cccc2)sc1C(=O)NCCc1ccc(S(N)(=O)=O)cc1 | i |
| O=C(NCc1ccc(Cl)cc1)Nc1ccc(N2CCCS2(=O)=O)cc1 | i |
| COc1ccc(OC)c(-c2csc(NC(=O)C3CCCN3S(C)(=O)=O)n2)c1 (stereo not drawn) | i |
| COc1ccc(S(=O)(=O)N2CCC(C(=O)Nc3sccc3C#N)CC2)cc1 | i |
| COc1ccc(NC(=O)NCCc2ccsc2)cc1 | i |
| Cc1nc2c(-c3ccccc3)cnn2c(N2CCN(CCO)CC2)c1C | i |

The results go on.
| smiles | GIRK2 act |
| --- | --- |
| Cc1ccc(C)c(NC(=O)Cn2nc(-c3ccc4c(c3)OCO4)ccc2=O)c1 | i |
| COc1cccc(-c2cc(CC(=O)N3CCCC3)no2)c1 | i |
| COc1cccc(C(=O)Nc2nnc(-c3cc(C)nn3C)o2)c1OC | i |
| COc1ccc(-c2noc(-c3ccc(=O)n(CC(=O)Nc4cccc(C(F)(F)F)c4)c3)n2)cc1 | i |
| Cc1n[nH]c(C)c1S(=O)(=O)N1CCN(c2ccc3nnc(C4CC4)n3n2)CC1 | i |
| O=C(NCC(c1ccco1)N1CCOCC1)NC1CCCCC1 (stereo not drawn) | i |
| Cc1cc(C(=O)N2CCOCC2)nn1CC(=O)NC(C)CCc1ccccc1 (stereo not drawn) | i |
| CCNC(=O)CSc1ncnc2c1nnn2CC | i |
| CCSc1cccc(C(=O)N2CCNC(=O)C2(C)C)c1 | i |
| CSc1cccc2sc(NC(=O)C3CCCCC3)nc12 | i |
| CN(C)CCCNc1nc2ccc([N+](=O)[O-])cc2s1 | i |
| C#CC1(OCC(O)CN2C(C)(C)CC(O)CC2(C)C)CCCCC1 (stereo not drawn) | i |
| O=C(NCC(c1cccc2ccccc12)N1CCOCC1)c1ccc(Br)o1 (stereo not drawn) | i |
| COc1ccc(-c2ccc(=O)n(CCCC(=O)NC3CCCCC3)n2)cc1OC | i |
| CSc1cccc(NC(=O)C(=O)NCC2CCN(S(=O)(=O)C3CC3)CC2)c1 | i |
| COc1cn(CC(=O)Nc2cc(C)cc(C)c2)c(CSc2ccc(C)cc2)cc1=O | i |
| CCOC(=O)CNC(=O)c1nc(-c2cnccn2)no1 | i |
| O=C(Nc1c2c(nn1-c1nc3ccccc3s1)CCC2)c1cccs1 | i |
| C/C=C/C(=O)Nc1ccc(-n2nnn(CC(N)=O)c2=O)cc1 | i |
| CC(C)c1nnc(C2CCN(C(=O)/C=C/c3cccs3)CC2)o1 | i |

(next part)
| smiles | GIRK2 act |
| --- | --- |
| Cc1cc(C)c(NC(=O)C2(C#N)CC2)c(C)c1 | i |
| CSc1ccc(-c2noc(C3CCN(S(=O)(=O)c4ccc(Cl)cc4)CC3)n2)cc1 | i |
| COc1cc(C)c(Cl)cc1S(=O)(=O)N1CCN(C(=O)c2ccco2)CC1 | i |
| O=C(Nc1ccccc1Cl)c1ccc(=O)n(Cc2ccccc2F)c1 | i |
| CCOC(=O)CCC(=O)Nc1ccc(-c2nnc(N(C)c3ccc(OC)cc3)s2)cc1 | i |
| C=CCOc1cccc(C2C(C(=O)c3ccco3)=C(O)C(=O)N2CCCN(C)C)c1 (stereo not drawn) | i |
| COc1ccccc1OCC(=O)Nc1ccc(-n2nncc2C)cc1 | i |
| O=C(Nc1ccc(N2CCCCC2=O)cc1)c1ccc([N+](=O)[O-])cc1Cl | i |
| Cc1cc(S(=O)(=O)N2CCN(CCn3ccnc3)CC2)c(Cl)cc1Cl | i |
| O=C(CSc1n[nH]c(=O)c2cc(-c3ccco3)nn12)NCc1ccccc1Cl | i |
| COc1ccc(CCNC(=O)NCC(c2cccn2C)N(C)C)cc1 (stereo not drawn) | i |
| COc1ccc(-c2nsc(C(=O)N3CCC(C)CC3)c2N)cc1 | i |
| COc1cc(OC)cc(-n2c(-c3ccco3)nc3nc4ccccc4nc32)c1 | i |
| O=C(NCC1CCN(C2CCCC2)CC1)C(=O)Nc1cccc(C(F)(F)F)c1 | i |
| CC1Oc2ccccc2OC1C(=O)NCC#CCN1CCc2ccccc2C1 (stereo not drawn) | i |
| Cc1nc(NCCNC(=O)Nc2cccc(Cl)c2C)cc(N(C)C)n1 | i |
| Cn1c(=O)c2c(nc(NCCO)n2CC(O)c2ccccc2)n(C)c1=O (stereo not drawn) | i |
| O=C(CN1C(=O)c2ccccc2S1(=O)=O)N1CCN(Cc2ccccc2)CC1 | i |
| O=C(Nc1cc(F)ccc1F)c1ccc(=O)n(Cc2cccc(F)c2)c1 | i |
| O=C(NCCNc1ccc(Nc2ccccn2)nn1)c1ncccn1 | i |

An excerpt of these results, as labelled records.
> Cc1cc(C)c(NC(=O)C2(C#N)CC2)c(C)c1
  GIRK2 act = i
> CSc1ccc(-c2noc(C3CCN(S(=O)(=O)c4ccc(Cl)cc4)CC3)n2)cc1
  GIRK2 act = i
> COc1cc(C)c(Cl)cc1S(=O)(=O)N1CCN(C(=O)c2ccco2)CC1
  GIRK2 act = i
> O=C(Nc1ccccc1Cl)c1ccc(=O)n(Cc2ccccc2F)c1
  GIRK2 act = i

Further records
| smiles | GIRK2 act |
| --- | --- |
| OC(COc1ccccc1Br)CN1CCN(Cc2ccccc2)CC1 (stereo not drawn) | i |
| O=C(COc1ccccc1Cl)NCCCn1nc(-c2ccc(Cl)cc2)ccc1=O | i |
| O=C(NCC1(c2cccs2)CCOCC1)c1nc2ccccc2s1 | i |
| O=C(Cn1nc(C(=O)Nc2ccccc2)ccc1=O)Nc1cccc2ccccc12 | i |
| O=C(NCC1CCCO1)C(=O)Nc1cccc([N+](=O)[O-])c1 (stereo not drawn) | i |
| CC(C)c1ccc(OCC(=O)Oc2ccc3c(c2)ncn3C)cc1 | i |
| COc1ccc2nc(-c3ccc(Cl)c(NC(=O)c4c(F)cccc4F)c3)cn2n1 | i |
| COCCNC(=O)NCC1(c2cccs2)CCOCC1 | i |
| O=S(=O)(N1CCCC1)N1CCN(c2ccccc2F)CC1 | i |
| Cc1cc(NC(=O)CSc2nnnn2-c2ccccc2F)no1 | i |
| CCOC(=O)CSc1nc2cc(C(=O)OC)ccc2c(=O)n1CCOC | i |
| COC(=O)C12CC3CC(CC(NC(=O)c4cc(-c5cccs5)[nH]n4)(C3)C1)C2 | i |
| CSc1ncccc1C(=O)N1CCC(CNC(=O)c2ccccc2F)CC1 | i |
| Cn1c(=O)c2cc(C(=O)NCCCCO)sc2n(C)c1=O | i |
| Cn1c(SCc2nc(-c3ccc4c(c3)OCO4)no2)nc2ccsc2c1=O | i |
| O=S(=O)(c1ccc(Cl)s1)N1CCN(Cc2nc(-c3cccs3)cs2)CC1 | i |
| Cc1nc(NCCNC(=O)Cc2noc3ccccc23)cc(-n2ccnc2C)n1 | i |
| CC(C)(C)C(=O)NCC1(O)CCCC1 | i |
| COc1cccc(NC(=O)Cn2cc(-c3ccc(C)cc3)c(N3CCOCC3)n2)c1 | i |
| NS(=O)(=O)c1ccc(CNC(=O)c2csc(Nc3cccc(Cl)c3)n2)cc1 | i |

Next structures:
| smiles | GIRK2 act |
| --- | --- |
| CN(C(=O)CCCn1nc(-c2ccc(F)cc2)ccc1=O)c1ccccc1 | i |
| Cc1ccc2c(CC(=O)Nc3ccc(OC(F)(F)F)cc3)cc(=O)oc2c1 | i |
| COC(=O)C1CCN(C(=O)Cc2cc(-c3ccc4c(c3)OCO4)on2)CC1 | i |
| Cc1ccc(S(=O)(=O)Nc2ccc3c(c2)N(S(=O)(=O)c2ccc(C)cc2)CCC3)cc1 | i |
| COc1ccc(OC)c2sc(N(CCN3CCOCC3)C(=O)c3cc(C)no3)nc12 | i |
| O=C(Nc1ccc(SCc2ccccc2F)nn1)c1ccco1 | i |
| Cc1cn2c3c(=O)n(CC(=O)OCc4ccccc4)c(=O)n(C)c3nc2n1C1CCCC1 | i |
| CCOc1ccc(-c2ccc(=O)n(CCNC(=O)Nc3cc(F)ccc3F)n2)cc1 | i |
| CC(C)c1ccc(NC(=O)c2ccc(S(=O)(=O)NC3CC3)o2)cc1 | i |
| COC(=O)C1=C(CS(=O)(=O)c2cc(Cl)ccc2OC)NC(=O)NC1c1ccccc1 (stereo not drawn) | i |
| O=C(NCCn1nc(-c2ccco2)ccc1=O)C(=O)Nc1nccs1 | i |
| CS(=O)(=O)N1CCC(C(=O)Nc2nc(-c3ccc4c(c3)CCCC4)cs2)CC1 | i |
| O=C(Nc1c2c(nn1-c1nc3ccccc3s1)CCC2)C1=COCCO1 | i |
| COc1ccc(C(=O)Nc2ccc3c(c2)CCC(=O)N3Cc2ccccc2)cc1 | i |
| COc1ccc2sc(N(CCN3CCOCC3)C(=O)c3ccccc3S(C)(=O)=O)nc2c1 | i |
